All columns: NCI-60 one-dose screen, growth in % after 48 h at 10 µM unless noted; 100 = growth as untreated, 0 = no growth, -100 = all killed.
TK-10 – TK-10 renal cancer cells; actives 3.9% (n = 81,000); AID 1794769; active = growth percent below 10
An asterisk follows results filed as active; & = joins results of further samples; [ ] = remark or other dose. An excerpt (hit frequency here may not be typical).

SMILES	TK-10
CN1C(=O)C(CCC(=O)O)N=C(c2ccc(O)cc2)c2cc(Cl)ccc21 (stereo not drawn)	103.7[30 µM]
CC(C)C1N=C(c2ccc(O)cc2)c2cc(Cl)ccc2N(CC2CC2)C1=O (stereo not drawn)	112.4[30 µM]
NC(=O)CN1C(=O)C(Cc2ccc(O)cc2)N=C(c2cccc(O)c2)c2ccccc21 (stereo not drawn)	106.3[30 µM]
N#CCN1C(=O)C(Cc2ccccc2)N=C(c2ccc(O)cc2)c2cc(Cl)ccc21 (stereo not drawn)	106.3[30 µM]
C=C1C(=O)OC2/C=C(\C)CC/C=C(/C)CC(OC(=O)/C(=C/CO)CO)C12 (stereo not drawn)	-88.5*[100 µM]
NC(=O)CCC1N=C(c2cccc(O)c2)c2ccc(Cl)cc2N(CC(=O)O)C1=O (stereo not drawn)	139.3[30 µM]
COC(=O)[C@@H]1C[C@@]23CCCN4CC[C@@]5(c6cccc(OC)c6N(C=O)[C@]15CC2)[C@@H]43	99.0&88.7[100 µM]
O=C(O)CN1C(=O)C(Cc2ccc(O)cc2)N=C(c2ccc(O)cc2)c2cc(Cl)ccc21 (stereo not drawn)	103.9[30 µM]
CO/C(N)=C(\C#N)N=Cc1cccnc1	108.6&111.5[100 µM]
CCCCCN1C(=O)C(C(C)C)N=C(c2ccc(O)cc2)c2cc(Cl)ccc21 (stereo not drawn)	96.9[30 µM]
CCCCN1C(=O)C(Cc2ccccc2)N=C(c2cccc(O)c2)c2ccc(Cl)cc21 (stereo not drawn)	76.6[30 µM]

Quoted from the listing.
TK-10 with C=C1C(=O)OC2/C=C(\C)CC/C=C(/C)CC(OC(=O)/C(=C/CO)CO)C12 (stereo not drawn) : -88.5*[100 µM]
TK-10 with CC(C)C1N=C(c2ccc(O)cc2)c2cc(Cl)ccc2N(CC2CC2)C1=O (stereo not drawn) : 112.4[30 µM]
TK-10 with CO/C(N)=C(\C#N)N=Cc1cccnc1 : 108.6&111.5[100 µM]

Of the compounds above, these contain a cyano group.
SMILES	TK-10
N#CCN1C(=O)C(Cc2ccccc2)N=C(c2ccc(O)cc2)c2cc(Cl)ccc21 (stereo not drawn)	106.3[30 µM]
CO/C(N)=C(\C#N)N=Cc1cccnc1	108.6&111.5[100 µM]

Bioassay records as filed in PubChem.
